# Bioassay records: PubChem BioAssay, several laboratories
# Mcl1-Bid inh = disrupts binding of human Mcl-1 to Bid peptide; Q07820; TR-FRET Mcl-1/Bid-Dy647 peptide binding, 1536-well; inhibition, % at 21.7 µM; 220,000 compounds, 0.97% hits; AID 1021;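 active means compounds that cut the binding signal by more than half at the single screening dose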;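 further: His-tagged Mcl-1 with europium anti-His antibody binding Bid BH3 peptide; 0% = Mcl-1 plus peptide wells and 100% = peptide-only wells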
# Target sequence (Q07820 whole entry, looked up): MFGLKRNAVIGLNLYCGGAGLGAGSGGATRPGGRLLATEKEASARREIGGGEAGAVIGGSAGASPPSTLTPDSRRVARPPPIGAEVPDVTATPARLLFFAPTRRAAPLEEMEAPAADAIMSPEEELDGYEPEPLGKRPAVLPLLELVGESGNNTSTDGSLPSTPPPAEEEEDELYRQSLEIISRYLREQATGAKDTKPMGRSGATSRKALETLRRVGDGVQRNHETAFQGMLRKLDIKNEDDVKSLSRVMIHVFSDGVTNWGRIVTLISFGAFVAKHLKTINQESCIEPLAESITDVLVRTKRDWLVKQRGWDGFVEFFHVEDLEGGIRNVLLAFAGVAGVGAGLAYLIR
# Bim-Bcl-2 = human Bim-Bcl-2 interaction inhibition; Bead-based flow cytometry, Bim peptide-Bcl-2 binding; 190,000 compounds, 0.06% hits; inhibition, % at 10 µM; P10415; AID 950; in the data active means inhibition above about 40%; inconclusive means no clear call, values can overlap the other calls;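 further: 0% = no compound wells with probe peptide and 100% = reference peptide inhibitor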
# RGS7-Gao reg = regulators of human RGS7-Galphao interaction. binding response (% of control), % at 10 µM. P09471. Multiplexed bead flow cytometry, RGS7-Galphao binding; actives lie on both sides. AID 1439. 220,000 compounds, 0.35% hits; in the data active means binding response below about 49% or above about 150%; inconclusive means no clear call, values can overlap the other calls; inactive means in between;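 further: fluorescent Galphao held in activated GDP-AlF4 state binding bead-coupled RGS7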
# Target sequence (P09471 whole entry, looked up): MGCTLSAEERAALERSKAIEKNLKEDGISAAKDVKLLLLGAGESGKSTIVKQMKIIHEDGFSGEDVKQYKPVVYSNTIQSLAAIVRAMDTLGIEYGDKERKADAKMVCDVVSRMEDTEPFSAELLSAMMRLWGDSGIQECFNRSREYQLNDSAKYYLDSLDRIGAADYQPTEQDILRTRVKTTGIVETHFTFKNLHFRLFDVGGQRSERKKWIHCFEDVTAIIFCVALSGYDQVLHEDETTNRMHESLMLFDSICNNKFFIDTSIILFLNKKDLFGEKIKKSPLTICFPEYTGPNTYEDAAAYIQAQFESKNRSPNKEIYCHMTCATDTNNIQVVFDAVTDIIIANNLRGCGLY
# Bcl-XL Bim block = human Bim-Bcl-XL interaction inhibition; Bim peptide-Bcl-XL binding, bead flow cytometry, fluorescence; inhibition, % at 10 µM; 190,000 compounds, 0.04% hits; AID 1007
# RGS8-Gao reg = human RGS8-Galphao interaction regulation; P09471; multiplexed bead flow cytometry, RGS8-Galphao binding; actives lie on both sides; response (percent of control binding), % at 10 µM; 220,000 compounds, 0.34% hits; AID 1423; in the data active means response below about 60% or above about 140%; inactive means in between;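 further: Galphao activated as the GDP aluminium fluoride complex binding bead-coupled RGS8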
# Mcl1 Noxa PPI = disrupts binding of human Mcl-1 to Noxa peptide; Q07820; inhibition, % at 21.7 µM; TR-FRET Mcl-1/Noxa peptide binding, 2 h; 220,000 compounds, 1.5% hits;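 active means compounds that cut the protein-peptide binding signal by more than 50% relative to plate controls in a single-dose test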;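 further: His-tagged Mcl-1 with rhodamine Noxa BH3 peptide and terbium anti-His antibody; 0% = Mcl-1 plus Noxa peptide wells and 100% = peptide-only wells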
# Bcl-W Bim block = human Bim-Bcl-W interaction inhibition | bead-based flow cytometry, Bim peptide-Bcl-W binding | inhibition, % at 10 µM | 190,000 compounds, 0.02% hits;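 further: 0% = bound tracer without compound and 100% = peptide blocker; higher means less fluorescent Bim peptide bound to Bcl-W beads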
# Bcl-B Bim block = disrupts Bim peptide binding to human Bcl-B | Q9HD36 | bead-based flow cytometry | inhibition, % at 10 µM | 190,000 compounds, 0.073% hits | AID 951;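 further: 0% = tracer peptide without compound and 100% = reference inhibitor peptide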
# Target sequence (Q9HD36 whole entry, looked up): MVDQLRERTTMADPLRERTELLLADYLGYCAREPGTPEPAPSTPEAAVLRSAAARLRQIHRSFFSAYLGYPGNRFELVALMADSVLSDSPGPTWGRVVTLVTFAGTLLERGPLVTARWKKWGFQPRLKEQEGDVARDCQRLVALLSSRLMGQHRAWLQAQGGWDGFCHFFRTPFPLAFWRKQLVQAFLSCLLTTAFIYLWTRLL
# Mcl-1 Bim block = inhibitors of Bim-Mcl-1 interaction, human; Q07820; Bead-based flow cytometry, Bim peptide-Mcl-1 binding; inhibition, % at 10 µM; 190,000 compounds, 0.1% hits;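 further: 0% = no compound tracer wells and 100% = peptide blocker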
# RGS4-Gao reg = human RGS4-Galphao interaction regulation | P09471 | Multiplexed bead flow cytometry, RGS4-Galphao binding; actives lie on both sides | binding response (% of control), % at 10 µM | 220,000 compounds, 0.33% hits | AID 1415; in the data active means binding response below about 49% or above about 150%; inactive means in between;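 further: fluorescent Galphao activated with aluminum fluoride binding bead-coupled RGS4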
# Bim-Bfl-1 = disrupts Bim binding to human Bfl-1; 190,000 compounds, 0.12% hits; Q16548; Bead-based flow cytometry, Bim-Bfl-1 binding inhibition; inhibition, % at 10 µM; AID 1008;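 further: 0% = wells without compound plus tracer and 100% = blocker peptide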
# Numbers without * were called inactive; ? = inconclusive; . = not tested or not shown. Unless noted, no stated cut-off is given here; in the data, active means inhibition above about 40%.
SMILES,Mcl1-Bid inh,Bim-Bcl-2,RGS7-Gao reg,Bcl-XL Bim block,RGS8-Gao reg,Mcl1 Noxa PPI,Bcl-W Bim block,Bcl-B Bim block,Mcl-1 Bim block,RGS4-Gao reg,Bim-Bfl-1
O=C(OCn1nnc2ccccc2c1=O)c1cc(-c2ccccc2)nc2ccccc12,3,-6,95,-2,98,9,-4,-8,-2,94,-11
CC(C)CNS(=O)(=O)c1ccc(CCC(=O)Nc2cc(Cl)ccc2Oc2ccccc2)cc1,19,-3,103,-3,109,10,0,-4,0,106,-6
CCN(CC)C(=O)c1ccccc1NC(=O)c1ccccc1C,-21,0,103,-1,102,14,0,-2,1,105,-2
O=C(CSc1nc2c(cnn2-c2ccccc2)c(=O)[nH]1)N1CCCCC1,-18,.,?,.,98,-21,.,.,.,101,.
COc1cnn(-c2ccc(C)cc2)c(=O)c1Cl,12,0,99,0,97,15,-2,3,-1,94,1
Cc1ccn2c(/C=N/OCc3cccc(F)c3)c(-c3ccc(Cl)cc3)nc2c1,-29,1,101,-1,101,-3,0,-3,-1,98,-1
COc1ccc(CCNC(=O)Cn2nnc(-c3cccc(OC)c3OC)n2)cc1OC,4,-7,101,-8,99,0,0,-8,-3,101,-11
NC(=O)[C@@H]1CC2(CC(c3cccc(NC(=O)[C@H]4CCC(=O)N4)c3)=NO2)CN1C(=O)COc1ccc(Cl)cc1 (some centres not stated),-28,.,?,.,95,0,.,.,.,96,.
O=C(c1ccc(CN2CCOCC2)cc1)N1CCN(c2ccccc2F)CC1,-8,-8,108,-5,102,20,3,-7,-1,101,-10
Brc1ccc(OCCn2ccnc2)cc1,-2,-2,96,-2,98,5,-1,-4,-3,95,-2
CCOc1ccc(Cc2nn[nH]n2)cc1,-1,1,99,1,101,14,1,-1,-4,100,0
O=C(O)c1ccccc1C(=O)Nc1ccc(Br)c(C(F)(F)F)c1,-3,.,?,.,101,10,.,.,.,102,.
Clc1ccc(Cn2ncc3c(N4CCOCC4)ncnc32)cc1,-10,-8,101,-10,103,9,-1,-8,-5,104,-8
COc1ccccc1-c1cc(C(=O)NCc2ccc(Cl)cc2)no1,-4,-11,97,-2,100,20,-3,-8,-1,100,-7
COc1ccc(CNC(=O)Cc2nn(C)c(=O)c3ccccc23)cc1,4,-10,103,-6,104,-10,-3,-11,-5,100,-19
N=C1C(c2nc(-c3ccc(F)cc3)cs2)=C(O)CN1Cc1ccc(Cl)cc1,-36,-4,98,0,104,9,7,-2,1,94,-6
O=C(COc1ccccc1Br)NCCc1nc2ccccc2[nH]1,-21,0,103,-1,103,3,1,0,-2,101,0
NS(=O)(=O)c1ccc(NC(=O)Nc2ccc(Cl)cc2)cc1,2,-1,102,-1,120,18,-1,-3,0,105,0
O=C(C[n+]1ccc2c(c1)nnn2-c1ccccc1)c1ccc(Cl)cc1,-1,.,?,.,102,4,.,.,.,100,.
COc1ccccc1N(C)S(=O)(=O)c1ccc(Cl)c(C(=O)OCc2c(C)noc2C)c1,-23,1,114,-1,93,4,-2,-2,1,90,-3

# Some of these compounds in order of length of the SMILES, highest first.
SMILES,Mcl1-Bid inh,Bim-Bcl-2,RGS7-Gao reg,Bcl-XL Bim block,RGS8-Gao reg,Mcl1 Noxa PPI,Bcl-W Bim block,Bcl-B Bim block,Mcl-1 Bim block,RGS4-Gao reg,Bim-Bfl-1
NC(=O)[C@@H]1CC2(CC(c3cccc(NC(=O)[C@H]4CCC(=O)N4)c3)=NO2)CN1C(=O)COc1ccc(Cl)cc1 (some centres not stated),-28,.,?,.,95,0,.,.,.,96,.
COc1ccccc1N(C)S(=O)(=O)c1ccc(Cl)c(C(=O)OCc2c(C)noc2C)c1,-23,1,114,-1,93,4,-2,-2,1,90,-3
Cc1ccn2c(/C=N/OCc3cccc(F)c3)c(-c3ccc(Cl)cc3)nc2c1,-29,1,101,-1,101,-3,0,-3,-1,98,-1
COc1ccc(CCNC(=O)Cn2nnc(-c3cccc(OC)c3OC)n2)cc1OC,4,-7,101,-8,99,0,0,-8,-3,101,-11
O=C(CSc1nc2c(cnn2-c2ccccc2)c(=O)[nH]1)N1CCCCC1,-18,.,?,.,98,-21,.,.,.,101,.
O=C(C[n+]1ccc2c(c1)nnn2-c1ccccc1)c1ccc(Cl)cc1,-1,.,?,.,102,4,.,.,.,100,.
O=C(c1ccc(CN2CCOCC2)cc1)N1CCN(c2ccccc2F)CC1,-8,-8,108,-5,102,20,3,-7,-1,101,-10
O=C(O)c1ccccc1C(=O)Nc1ccc(Br)c(C(F)(F)F)c1,-3,.,?,.,101,10,.,.,.,102,.
COc1ccc(CNC(=O)Cc2nn(C)c(=O)c3ccccc23)cc1,4,-10,103,-6,104,-10,-3,-11,-5,100,-19
NS(=O)(=O)c1ccc(NC(=O)Nc2ccc(Cl)cc2)cc1,2,-1,102,-1,120,18,-1,-3,0,105,0
O=C(COc1ccccc1Br)NCCc1nc2ccccc2[nH]1,-21,0,103,-1,103,3,1,0,-2,101,0
CCN(CC)C(=O)c1ccccc1NC(=O)c1ccccc1C,-21,0,103,-1,102,14,0,-2,1,105,-2
COc1cnn(-c2ccc(C)cc2)c(=O)c1Cl,12,0,99,0,97,15,-2,3,-1,94,1
CCOc1ccc(Cc2nn[nH]n2)cc1,-1,1,99,1,101,14,1,-1,-4,100,0
Brc1ccc(OCCn2ccnc2)cc1,-2,-2,96,-2,98,5,-1,-4,-3,95,-2

# Next section:
SMILES,Mcl1-Bid inh,Bim-Bcl-2,RGS7-Gao reg,Bcl-XL Bim block,RGS8-Gao reg,Mcl1 Noxa PPI,Bcl-W Bim block,Bcl-B Bim block,Mcl-1 Bim block,RGS4-Gao reg,Bim-Bfl-1
CCOC(=O)N(C)S(=O)(=O)c1ccccc1[N+](=O)[O-],-27,-1,?,-1,99,-23,-2,-3,0,101,-4
Fc1ccc(NC(=S)N2CCN(C/C=C/c3ccccc3)CC2)c(F)c1,-33,-1,?,-4,101,7,-2,-13,-3,98,2
Cc1ccccc1C(=O)OC1OC(=O)C(Cl)=C1Nc1ccccc1 (configuration not stated),-4,-5,74,-2,75,18,-5,-2,0,92,-13
COc1ccc(C2C(C(=O)O)CCC(=O)N2c2ccc(OC)cc2)cc1 (configuration not stated),5,-9,98,-9,99,5,0,-8,-2,98,-12
COc1ccc(CCNC(=O)c2cc(-c3ccc(C)c(C)c3O)n[nH]2)cc1OC,2,-13,99,-8,99,9,0,-13,-6,101,-19
Cc1cc2cc(C=C(C#N)C#N)c(Cl)nc2cc1C,11,1,100,-3,101,24,0,0,0,102,2
CCOC(=O)c1cc(C)sc1N1C(=O)C2C3C=CC(C3)C2C1=O (configuration not stated),-4,2,101,-1,106,28,1,-2,-1,101,-3
CCOc1ccccc1CNCCNCC(C)O (configuration not stated),-26,-4,98,-4,100,22,0,-6,-6,94,-6
COc1ccc2c(c1)[nH]c1c(=O)n(CCN3CCOCC3)cnc12,-116,.,?,.,99,-4,.,.,.,99,.
O=C1CC(N2CCOCC2)C(=O)N1c1ccc2c(c1)OCO2 (configuration not stated),-29,-5,93,-1,94,4,2,-5,-2,92,-7
COc1ccc(OCC(O)COc2ccc(OC)cc2)cc1,-20,-1,104,-5,97,31,9,2,-4,100,-2
O=C(c1ccc(Cl)cc1)C1CCCN(Cc2ccc(Oc3ncccn3)cc2)C1 (configuration not stated),-28,-2,99,1,102,18,0,-1,-1,103,-6
COc1ccc(OCc2nc(-c3ccc(F)c(F)c3)cs2)cc1,-1,.,?,.,97,-20,.,.,.,96,.
COc1ccc(N(CC(O)Cn2c(C)nc3ccccc32)S(=O)(=O)c2ccc(C)cc2)cc1 (configuration not stated),-20,-2,99,2,101,8,-1,-1,0,102,0
COC(=O)c1cccc(NC(=O)C2COc3ccccc3O2)c1C (configuration not stated),-9,1,102,-5,101,0,0,-6,-3,103,-2
CCNc1nc(NC(C)C)nc(Oc2ccc(=O)n(C)n2)n1,0,-4,100,-1,105,9,-4,-5,-2,100,-4
CC1=C(C(=O)N(C)C)C(c2cccc(Cl)c2)NC(=O)N1 (configuration not stated),-13,-16,102,-2,100,-4,0,-10,-1,100,-13
N#CC1=C(SCc2ccccc2)NC(=O)C(C#N)C12CCCC2 (configuration not stated),-19,-9,103,-4,103,14,-1,-8,-1,102,-12
CCCCNC(=S)N1CCn2cccc2C1c1ccc(F)cc1 (configuration not stated),-23,0,102,-3,102,-8,-1,-8,-1,102,-2
O=C(N/N=C/C1CC=CCC1)c1ccccc1O (configuration not stated),0,-5,100,-3,102,6,-1,1,-4,101,-4
CCOc1cc(S(=O)(=O)Nc2cc(C)cc(C)c2)ccc1Cl,2,-11,94,-5,105,-1,-1,-9,0,105,-13
CCC(=O)NC(=S)Nc1ccc(NC(=O)COc2ccc(Cl)cc2Cl)cc1,36,-8,97,-1,102,26,3,-7,1,100,-11
CCC(=O)N1CCN(c2cc(NCC3CCCO3)c(F)cc2[N+](=O)[O-])CC1 (configuration not stated),-9,-6,?,-3,101,14,0,-1,-2,100,-3
Cc1ccc(S(=O)(=O)NC(=O)NCCCCNC(=O)NS(=O)(=O)c2ccc(C)cc2)cc1,-3,-8,107,-13,100,12,-1,-6,0,110,-12

# Record cards, as listed above:
# `COc1ccccc1N(C)S(=O)(=O)c1ccc(Cl)c(C(=O)OCc2c(C)noc2C)c1` reads Mcl1-Bid inh: -23; Bim-Bcl-2: 1; RGS7-Gao reg: 114; Bcl-XL Bim block: -1; RGS8-Gao reg: 93; Mcl1 Noxa PPI: 4; Bcl-W Bim block: -2; Bcl-B Bim block: -2; Mcl-1 Bim block: 1; RGS4-Gao reg: 90; Bim-Bfl-1: -3
# `Cc1ccn2c(/C=N/OCc3cccc(F)c3)c(-c3ccc(Cl)cc3)nc2c1` reads Mcl1-Bid inh: -29; Bim-Bcl-2: 1; RGS7-Gao reg: 101; Bcl-XL Bim block: -1; RGS8-Gao reg: 101; Mcl1 Noxa PPI: -3; Bcl-W Bim block: 0; Bcl-B Bim block: -3; Mcl-1 Bim block: -1; RGS4-Gao reg: 98; Bim-Bfl-1: -1
